KKLEB tox = cytotoxicity in KKLEB CF airway cells, primary screen, cytotoxicity control for CF NF-kB inhibitor project, cell-based, uHTS, fluorescence assay plates; AID 602141, 2011; actives 0.36% (n = 360,000); KKLEB CF airway cells viability, ATPlite luminescence, overnight; hits give low values; cells stimulated with P. aeruginosa culture filtrate; activity change (cytotoxicity), % at 5 µM;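 active = corrected activity change at or below -50% at 5 µM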
Peg3 promoter = Peg3 promoter-driven luciferase inhibitors, primary screen, cell-based, HeLa, luciferase luminescence; HeLa PEG-Prom luciferase reporter, overnight; inhibition, % at 20 µM; actives 1.7% (n = 360,000);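 active = inhibition of at least 50% at 20 µM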
NR2E3 ag-1 = inhibitors of NR2E3-RetCOR corepressor binding, primary screen, NR2E3 agonist project, biochemical, TR-FRET, GST-NR2E3, biotin-RetCOR | actives 0.12% (n = 320,000) | 1536-well | inhibition of corepressor binding, % at 4.78 µM | AID 2300, 2010;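 active = percent inhibition above the cutoff of mean plus 3 SD of all tested compounds, set per screening campaign, cut at about 20% in these data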;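 also: 0% = DMSO wells and 100% = biotin wells as full block of FRET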
Target sequence (Q9Y5X4 whole entry, looked up): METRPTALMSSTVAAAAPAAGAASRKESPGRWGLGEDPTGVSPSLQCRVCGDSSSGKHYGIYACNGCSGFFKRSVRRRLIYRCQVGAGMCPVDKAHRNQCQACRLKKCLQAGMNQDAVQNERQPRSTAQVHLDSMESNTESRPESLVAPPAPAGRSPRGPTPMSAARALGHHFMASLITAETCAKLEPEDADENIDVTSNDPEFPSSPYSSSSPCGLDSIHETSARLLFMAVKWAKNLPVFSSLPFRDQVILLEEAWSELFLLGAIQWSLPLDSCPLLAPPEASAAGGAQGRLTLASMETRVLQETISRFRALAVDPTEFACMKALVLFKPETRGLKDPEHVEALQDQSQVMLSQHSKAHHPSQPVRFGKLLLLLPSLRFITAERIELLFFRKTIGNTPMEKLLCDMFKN
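System: GST-tagged NR2E3 plus biotinylated RetCOR corepressor; Buffer or medium: pH 7.5 Tris-based buffer; Probe or stimulus: RetCOR corepressor, biotinylated, 7 nM; Doses: compound at 4.8 µM, single dose; Schedule: 5 h incubation at 4 °C; Technique: time-resolved FRET; Evaluation: percent inhibition of TR-FRET ratio; Replication: one well per compound, singlicate testing.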
TRPM1 prom inh = inhibitors of MITF-dependent TRPM1 promoter reporter, primary screen, cell-based, SK-MEL-5, single point, luciferase. inhibition, % at 12.5 µM. actives 0.83% (n = 330,000). SK-MEL-5 TRPM1 promoter luciferase, 24 h. AID 488899, 2010;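 active = mean inhibition across replicates of 60% or more, whatever share of single replicates reaches that level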; also: values of inactives mirror those of a sister screen read the other way
HIF-2a block = HIF-2a reporter inhibitors, primary screen, luminescence, 786-0 RCC cells. 786-0 RCC cells HIF-2a reporter, luciferase luminescence, overnight. inhibition, % at 18.8 µM. actives 0.72% (n = 360,000);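 active = inhibition of the luminescence signal of 40% or more relative to plate controls, in a single-dose primary screen at 18.75 µM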
CF NFkB block = inhibitors of PAF-induced NF-kB signaling, primary screen, cell-based, GFP fluorescence, uHTS. actives 0.86% (n = 360,000). KKLEB NF-kB-GFP reporter, GFP fluorescence overnight. inhibition, % at 5 µM;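 active = at least 50% inhibition at 5 µM, scaled per plate between neutral and stimulator controls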;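 also: PAF is a Pseudomonas aeruginosa culture filtrate used as stimulus; plate controls were PAF-stimulated DMSO wells for no effect and unstimulated DMSO wells for full effect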
TWEAK Fn14 block = inhibitors of TWEAK-Fn14 signaling, primary screen, luciferase reporter cells, uHTS | TWEAK-stimulated Fn14 reporter cells, luciferase luminescence, 8 h | inhibition, % at 10 µM | actives 2% (n = 360,000) | AID 1159606, 2016; in the data active = inhibition above about 50%
Shn3 3UTR inh = reduction of Shn3 3'UTR firefly luciferase signal, primary screen, Schnurri-3 inhibitor project, cell-based, Clone20 osteoblasts, set 2; Clone20 osteoblast Shn3 3'UTR firefly luciferase, 24 h; inhibition, % at 12.5 µM; actives 0.52% (n = 360,000); AID 588674, 2011;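 active = mean inhibition of at least 75% with every replicate also reaching 75%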;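 also: 0% = median of neutral control wells and 100% = pilot-screen positive control compound; some compounds past the cut are filed as inactive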
NR2E3 ag-2 = NR2E3 agonists in two-hybrid cells, primary screen, cell-based, luminescence, CHO-S, Gal4-NCOR/VP16-NR2E3 | Photoreceptor-specific nuclear receptor (Homo sapiens), Q9Y5X4 | luciferase | inhibition of corepressor binding, % at 3.98 µM | actives 0.35% (n = 360,000) | AID 602229, 2012;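 active = inhibition above the mean of all tested compounds plus 3 SD, cut at about 70% in these data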;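 also: 0% = DMSO with NR2E3 transfected cells and 100% = cells lacking NR2E3 construct; higher means lower luciferase signal from less NR2E3 corepressor binding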
aDG glyco act = activators of alpha-DG glycosylation, primary screen, uHTS, Pro5-aDG cells, AlphaScreen. alpha-DG glycosylation AlphaScreen (IIH6); 0% Pro5, 100% B10-LARGE cell signal. activation, % at 10 µM. actives 0.22% (n = 360,000). AID 624168, 2012;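 active = activation of at least 8% versus controls, or a plate z-score of at least 8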;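 also: Pro5 are CHO cells carrying HIG-tagged alpha-DG that lacks glycosylation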
hiPSC survival = enhancers of single-cell hiPSC survival, primary screen, ATPlite luminescence; 100% = ROCK inhibitor wells, 0% = DMSO; survival enhancement, % at 20 µM; actives 0.044% (n = 360,000); AID 602274, 2012; in the data active = survival enhancement above about 18%;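 also: cells exposed to compounds for 16 hours before the ATP read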
* = called active by the depositor; / = no result given.

canonical_smiles | KKLEB tox | Peg3 promoter | NR2E3 ag-1 | TRPM1 prom inh | HIF-2a block | CF NFkB block | TWEAK Fn14 block | Shn3 3UTR inh | NR2E3 ag-2 | aDG glyco act | hiPSC survival
CC(C)CN(C(=O)CSc1nc2ccccc2c(=O)[nH]1)c1c(N)n(CC(C)C)c(=O)[nH]c1=O | -4 | -47 | / | 3 | 13 | -4 | 14 | -7 | -9 | 0.1 | -0.5
O=C(NCc1ccccc1Cl)C1CCCN(S(=O)(=O)c2cccc3nonc23)C1 (centres undefined) | -5 | 12 | 6 | -8 | 4 | -2 | 48 | 17 | -19 | -0.1 | -0.4
N/C(=N/O)C(c1ccccc1)c1ccccc1 | 6 | -23 | 0 | 1 | -64 | -6 | -9 | -17 | -20 | 0.1 | 0.4
Cc1cccc2nc3c(nc12)CCCC3 | 5 | 1 | -1 | 9 | 10 | 16 | -3 | -12 | -16 | -0.1 | 0.8
CCOC1=C2CN(S(=O)(=O)c3ccc(C)cc3)[C@H](c3ccccc3)C[C@@H]2N(S(C)(=O)=O)[C@H](c2ccccc2)C1 | -4 | 10 | / | / | 16 | 20 | 12 | -17 | -22 | 0.1 | -1.1
COc1ccc(NC(=O)C(c2ccc(OC)cc2)N(C)C(=O)CNC(C)=O)cc1 (centres undefined) | 10 | -4 | -4 | 10 | 8 | -14 | 1 | -11 | -13 | -0.2 | -2.3
Cc1ccc(CNC(=O)CN(C(=O)C2(C)CC(=O)N=C3C=CC=CN32)c2ccccc2)cc1 (centres undefined) | 7 | -7 | 6 | -11 | 6 | -3 | 24 | 7 | -13 | 0.3 | -0.6
O=C(NCCS(=O)(=O)N1CCN(c2ccccc2)CC1)C12CC3CC(CC(C3)C1)C2 | 0 | 14 | / | / | 13 | -3 | -8 | -2 | 19 | -0.1 | 9.5
O=S(=O)(NCc1csc(-c2ccccc2)n1)c1ccc(Cl)s1 | 17 | 0 | 5 | -8 | -24 | -11 | 6 | -12 | -10 | 0.1 | 1.7
O=C(NCc1ccccc1Cl)c1ccc(CS(=O)(=O)c2ccccc2)o1 | 0 | 8 | 2 | -2 | 11 | 18 | -1 | 10 | 14 | 0.1 | -0.1
CCOC(=O)N1CCN(C(=O)CN(c2ccc(C)cc2)S(=O)(=O)c2c(C)noc2C)CC1 | -2 | 3 | 2 | -2 | 4 | -12 | -4 | -7 | -11 | 0.0 | 2.0
CCCN(CC(=O)Nc1ccccc1C)C(=O)c1ccc2[nH]c3c(c2c1)CC(C)CC3 (centres undefined) | 13 | 43 | 2 | 8 | -6 | -26 | 6 | 40 | 6 | 0.0 | 0.0
Cc1nn(-c2ccc([N+](=O)[O-])cc2)c(N)c1-c1ccccc1 | 15 | -301 | -1 | -85 | -305 | -5 | 36 | -82 | -112 | 1.0 | -0.6
COc1ccc(S(=O)(=O)NCCN2CCOCC2)cc1[N+](=O)[O-] | -13 | -18 | 3 | 9 | 4 | 15 | 17 | 10 | 8 | -0.1 | 0.8
CC(=O)Nc1ccc(S(=O)(=O)Nc2nc3ccccc3nc2-n2ccc(=NC(=O)c3ccccc3)cc2)cc1 | 6 | 2 | -3 | / | -4 | -6 | -31 | 8 | -33 | -0.3 | -0.5
CC(=O)NS(=O)(=O)c1ccc(NS(=O)(=O)c2ccc(F)cc2)cc1 | 0 | 1 | 2 | -14 | 18 | -3 | -14 | -7 | -29 | -0.3 | -0.3
COc1cccc(NC(=O)CSc2nnc(NC(=O)c3ccco3)s2)c1 | 3 | -57 | 6 | 0 | -61 | -8 | 5 | -5 | -3 | -0.2 | 0.0
Cc1nn(-c2ccccc2Cl)c(Cl)c1/C=N/Nc1cccc(C(=O)O)c1 | -16 | -38 | -5 | 69* | 58* | 1 | -23 | 62 | -242 | -0.1 | -0.8
Cc1cc(C)c2c(N)c3cccc(C)c3nc2n1 | -4 | 107* | 2 | 66* | -58 | -198 | -30 | -21 | -49 | -0.1 | -3.2
Cc1nc2c(C(=O)NCCc3ccccc3)c[nH]n2c(=O)c1Cl | 13 | 12 | 6 | 10 | 8 | 1 | 11 | -18 | -24 | -0.2 | 2.0

2 compounds drawn at random from those above:
canonical_smiles | KKLEB tox | Peg3 promoter | NR2E3 ag-1 | TRPM1 prom inh | HIF-2a block | CF NFkB block | TWEAK Fn14 block | Shn3 3UTR inh | NR2E3 ag-2 | aDG glyco act | hiPSC survival
CCOC1=C2CN(S(=O)(=O)c3ccc(C)cc3)[C@H](c3ccccc3)C[C@@H]2N(S(C)(=O)=O)[C@H](c2ccccc2)C1 | -4 | 10 | / | / | 16 | 20 | 12 | -17 | -22 | 0.1 | -1.1
COc1ccc(S(=O)(=O)NCCN2CCOCC2)cc1[N+](=O)[O-] | -13 | -18 | 3 | 9 | 4 | 15 | 17 | 10 | 8 | -0.1 | 0.8

(more compounds)
canonical_smiles | KKLEB tox | Peg3 promoter | NR2E3 ag-1 | TRPM1 prom inh | HIF-2a block | CF NFkB block | TWEAK Fn14 block | Shn3 3UTR inh | NR2E3 ag-2 | aDG glyco act | hiPSC survival
COc1ccc(NC(=O)CSc2nc3nc(C)cc(C)n3n2)cc1 | -3 | 10 | 1 | -3 | 13 | 0 | -7 | -3 | -14 | -0.1 | -0.3
O=C(NN/C(=N/S(=O)(=O)c1ccc(Cl)cc1)c1ccccc1)c1cccc(Cl)c1 | -5 | -313 | 3 | -39 | -202 | 1 | -31 | -56 | -146 | 0.0 | -0.4
COc1ccc(NC(=O)CN(C)C(=O)/C=C/c2cn(-c3ccccc3)nc2-c2ccc(C)cc2)cc1 | 2 | 7 | 4 | -3 | -38 | 6 | 17 | 23 | -36 | 0.4 | -0.5
CCOc1ccc(CN(C)CC(=O)NCc2ccc(F)cc2)cc1 | -8 | 22 | 3 | 0 | 5 | 13 | 9 | -7 | -15 | 0.0 | -0.8
COc1cc(C(=O)NCCCN(C)C)ccc1OCC(=O)Nc1cccc(C(F)(F)F)c1 | -2 | 12 | -1 | -4 | 20 | -2 | 9 | -4 | -6 | 0.7 | -1.7
CCC(Cc1ccccc1)NC(=O)C1CC1 (centres undefined) | 5 | 4 | / | -9 | 14 | -6 | 15 | 1 | -18 | -0.1 | -0.6
O=C(CSc1ccc2nnc(CCNC(=O)c3ccccc3)n2n1)NCc1ccc(F)cc1 | -15 | 9 | -2 | -9 | 9 | 4 | -13 | -35 | 19 | 0.3 | -0.4
COc1ccc(CC(=O)Nc2ccc(NC(=O)c3ccc(Br)cc3)cc2)cc1OC | -11 | 14 | 5 | 15 | 18 | -2 | -21 | 7 | -15 | 0.0 | -0.1
COc1cc(/C=C(\C#N)c2ccccn2)ccc1OCC(=O)Nc1c(Cl)cccc1Cl | -4 | 13 | 4 | -11 | 2 | -7 | -1 | 5 | -36 | 0.0 | -0.2
Cc1nnc(Sc2nc3c(c(=O)[nH]c(=O)n3C)n2CCc2ccccc2)s1 | 11 | 11 | 4 | / | 1 | -12 | 7 | 2 | 4 | -0.3 | -2.2
O=C(COC(=O)c1ccccc1OCc1ccc(Cl)cc1)NCC1CCCO1 (centres undefined) | -15 | -22 | / | -8 | 7 | 29 | -4 | -5 | -13 | -0.1 | 2.9
COc1ccc(NC(=O)CCn2nnc(-c3ccc(C)cc3)n2)cc1OC | 13 | 5 | 1 | -4 | 16 | -18 | 24 | 22 | -11 | 0.5 | 0.9
COCc1cnc(C)nc1N | 17 | 12 | 0 | 2 | 3 | -1 | 4 | 8 | -22 | -0.4 | 0.5
COc1ccc(NC(=O)CN2c3cccc4cccc(c34)S2(=O)=O)cc1 | -4 | 12 | -2 | 3 | 7 | -6 | -8 | -4 | -14 | 0.0 | 3.5
O=C(C[C@H]1C/C=C\CC[C@@H](Cc2ccc(F)cc2)C(=O)OCCNC1=O)NCCO | 12 | -4 | / | 2 | 3 | 2 | 22 | -8 | -13 | -0.1 | -0.3
CC(C)(C)c1ccc(C(=O)NCCNC(=O)c2ccco2)cc1 | -2 | -17 | 5 | -7 | -28 | -5 | 22 | -2 | -18 | 0.0 | 1.2
CCN(/C(N)=N/c1nc(C)cc(C)n1)c1ccccc1 | 11 | 8 | -1 | -26 | 0 | 8 | 5 | -25 | 4 | -0.1 | 0.9
Cc1ccc(NC(=O)Nc2ccc(Cl)cn2)cc1 | 6 | -249 | / | -78 | -206 | -2 | -28 | -57 | -135 | 0.0 | -0.1
CCOc1ccccc1CN1CCNC(=O)C1CC(=O)NC1CCCCCC1 (centres undefined) | 1 | -9 | 3 | 9 | -8 | 18 | 6 | -20 | -22 | 0.3 | -0.4
CCC1CCCCN1C(=O)c1cc(S(=O)(=O)N2CCOCC2)ccc1C (centres undefined) | -2 | 9 | / | 6 | 19 | -6 | -13 | 12 | 3 | -0.2 | -0.1
CC(Nc1nc(-c2ccccc2)nc2ccccc12)c1ccccc1 (centres undefined) | -9 | 11 | 7 | -2 | -16 | 12 | 5 | 4 | -23 | 0.0 | -1.0
CCC(N=c1cc(-c2ccc(OC)cc2)oc2ccc(C)cc12)C(=O)O (centres undefined) | -3 | -220 | 2 | -45 | -184 | 3 | -28 | -34 | -89 | 0.0 | -1.0
c1ccc(OCc2noc(CN3CC[C@@H]4CCCC[C@H]4C3)n2)cc1 | -2 | -19 | 0 | -4 | -18 | 13 | -11 | / | -9 | 0.8 | -0.1
O=C(Nc1nnc(CCN2CCCCC2)s1)c1ccc(Br)cc1 | -2 | -29 | -1 | 1 | -26 | -22 | -13 | -1 | -18 | -0.4 | -0.6
O=C(CCc1ccccc1)Nc1cc2c(cc1C(=O)O)OCCCO2 | 1 | 21 | / | 0 | 17 | 0 | -14 | 19 | -10 | -0.1 | 0.2
CC(=O)NCCn1c(SCc2ccccc2F)nc2ccccc2c1=O | -5 | 16 | 1 | 7 | 22 | 2 | 19 | -12 | 12 | 0.1 | -3.9
COc1ccc(NC(=O)C2CCCN(S(=O)(=O)c3cccc4cccnc34)C2)cc1 (centres undefined) | 1 | 9 | -3 | 2 | 12 | -5 | 2 | -9 | 15 | -0.2 | 0.4
Cc1ccc(OC(=S)Nc2ccc(O)cc2)cc1 | 7 | 22 | 0 | 2 | 24 | -9 | 19 | 6 | -30 | -0.1 | -1.5
Cc1ccc(-n2nnnc2-c2cnn(-c3ccc(F)cc3)c2C(F)(F)F)cc1 | -5 | 19 | 2 | 10 | 14 | 9 | 10 | 59 | 46 | 1.6 | 0.2
